T cruzi intra = inhibitors of intracellular Trypanosoma cruzi, primary screen, cell-based, plate reader, single point, set 2; intracellular Trypanosoma cruzi in host cells; 4.9% of 22,000 active; activity score (inhibition), % at 5.01 µM; AID 651903, 2012; in the data active means activity score above about 55%;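 further: parasites and compound incubated about four days before reading; 0% = median of neutral control wells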
INS-1E rescue = protection of INS-1E cells from cytokine death, primary screen, ATP luminescence, single point; 0.1% of 20,000 active; INS-1E cytokine-induced death, 48 h; normalised: neutral wells 0, positive control 100; protection from cytokine-induced ATP loss, % at 10 µM; AID 488910, 2010;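 active means mean replicate protection from cytokine-induced ATP loss at least 50% and at least 75% of replicates each reaching 50%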
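Assay system: INS-1E rat cells / Quantity: 8000 cells per well / Medium: RPMI without phenol red, 5% FBS / Probe or stimulus: three-cytokine cocktail (IFN-γ, TNF-α, IL-1β) / Dosing: one compound concentration, pin transfer / Timing: 48 h co-treatment, 10 min post-lysis read / Technique: CellTiter-Glo luminescence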
Active calls of the source: *; nt = not tested or not shown.

SMILES	T cruzi intra	INS-1E rescue
C[C@@H]1CN([C@H](C)CO)C(=O)c2cccc(NC(=O)c3cnccn3)c2O[C@H]1CN(C)Cc1ccc(C(F)(F)F)cc1	-3	-4
Cc1noc(C)c1NC(=O)N(C)C[C@@H]1Oc2ccc(NC(=O)CCC(F)(F)F)cc2CC(=O)N([C@@H](C)CO)C[C@@H]1C	-13	2
C[C@@H]1CN([C@H](C)CO)C(=O)c2cccc(NC(=O)c3nc4ccccc4s3)c2O[C@H]1CN(C)CC1CC1	12	-22
C[C@H]1CN([C@@H](C)CO)C(=O)c2cc(NC(=O)Nc3ccc4c(c3)OCO4)ccc2O[C@@H]1CN(C)C(=O)Nc1ccc(C(F)(F)F)cc1	-8	-9
COc1ccc(NC(=O)Nc2ccc3c(c2)C(=O)N([C@H](C)CO)C[C@H](C)[C@@H](CN(C)S(=O)(=O)c2ccc(OC)cc2)OCCCC[C@@H](C)O3)cc1	-4	0
C[C@H](CO)N1C[C@H](C)[C@H](CN(C)CC2CCCCC2)Oc2ccc(NC(=O)CCCCCC(=O)Nc3ccccc3N)cc2CC1=O	-9	2
C[C@@H]1CN([C@@H](C)CO)C(=O)c2cc(NC(=O)Nc3cccc4ccccc34)ccc2O[C@@H]1CN(C)CC1CCCCC1	39	-15
CNC[C@@H]1Oc2ccc(NC(=O)Nc3ccc(OC)cc3)cc2CC(=O)N([C@H](C)CO)C[C@H]1C	-31	2
C[C@H](CO)N1C[C@H](C)[C@@H](CN(C)Cc2ccncc2)Oc2ccc(NC(=O)Cc3cn(C)c4ccccc34)cc2C1=O	-3	-8
O=C(NO)c1ccc(C(=O)N/N=C/c2cc3c(cc2Br)OCO3)cc1	-2	19
C[C@@H]1CN([C@@H](C)CO)C(=O)c2cc(NS(=O)(=O)c3ccc(Cl)cc3)ccc2O[C@H]1CN(C)S(=O)(=O)c1cccs1	14	nt
C[C@H](CO)N1C[C@H](C)[C@@H](CN(C)CC2CC2)Oc2c(NS(=O)(=O)c3ccc(Cl)cc3)cccc2C1=O	14	-1
COc1ccc(CN(C)C[C@@H]2Oc3ccc(NS(C)(=O)=O)cc3C(=O)N([C@@H](C)CO)C[C@H]2C)cc1	-16	5
Cc1ccc(S(=O)(=O)N(C)C[C@H]2Oc3ccc(NC(=O)Nc4cccc5ccccc45)cc3CC(=O)N([C@@H](C)CO)C[C@@H]2C)cc1	-30	-5
C[C@@H]1CN([C@H](C)CO)C(=O)c2cccc(NS(=O)(=O)c3cn(C)cn3)c2O[C@H]1CN(C)Cc1ccc(Oc2ccccc2)cc1	-1	4
Cc1noc(C)c1NC(=O)Nc1ccc2c(c1)C(=O)N([C@@H](C)CO)C[C@@H](C)[C@H](CN(C)C(=O)Nc1ccccc1)O2	-20	3
COc1ccc(NC(=O)Nc2ccc3c(c2)C(=O)N([C@H](C)CO)C[C@H](C)[C@H](CN(C)Cc2ccc(Oc4ccccc4)cc2)O3)cc1	10	nt
C[C@H](CO)N1C[C@H](C)[C@@H](CN(C)C(=O)NC2CCCCC2)Oc2ccc(NC(=O)Nc3ccccc3)cc2C1=O	-6	1
C[C@H](CO)N1C[C@H](C)[C@@H](CN(C)Cc2ccccc2)Oc2ccc(NC(=O)Cn3cnnn3)cc2C1=O	-15	4
C[C@@H]1CN([C@H](C)CO)C(=O)Cc2cc(NC(=O)Cn3cnnn3)ccc2O[C@H]1CN(C)Cc1ccc2c(c1)OCO2	-19	2
C[C@@H]1CCCCO[C@H](CN(C)CC2CCCCC2)[C@@H](C)CN([C@H](C)CO)C(=O)c2cc(NS(=O)(=O)c3cn(C)cn3)ccc2O1	-16	5
C[C@H]1CN([C@@H](C)CO)C(=O)Cc2cc(NC(=O)Nc3ccccc3)ccc2O[C@@H]1CN(C)CC1CC1	-1	4
C[C@@H]1CN([C@@H](C)CO)C(=O)c2cc(NS(=O)(=O)c3ccccc3)ccc2O[C@@H]1CN(C)Cc1ccc2c(c1)OCO2	0	-1
C[C@H](CO)N1C[C@H](C)[C@H](CN(C)CC2CC2)Oc2c(NC(=O)Nc3ccc(C(F)(F)F)cc3)cccc2C1=O	82*	-9
C[C@H](CO)N1C[C@H](C)[C@H](CN(C)C(=O)Nc2ccc3c(c2)OCO3)Oc2c(NC(=O)c3nc4ccccc4s3)cccc2C1=O	34	-2

11 successive entries already listed, quoted:
SMILES	T cruzi intra	INS-1E rescue
CNC[C@@H]1Oc2ccc(NC(=O)Nc3ccc(OC)cc3)cc2CC(=O)N([C@H](C)CO)C[C@H]1C	-31	2
C[C@H](CO)N1C[C@H](C)[C@@H](CN(C)Cc2ccncc2)Oc2ccc(NC(=O)Cc3cn(C)c4ccccc34)cc2C1=O	-3	-8
O=C(NO)c1ccc(C(=O)N/N=C/c2cc3c(cc2Br)OCO3)cc1	-2	19
C[C@@H]1CN([C@@H](C)CO)C(=O)c2cc(NS(=O)(=O)c3ccc(Cl)cc3)ccc2O[C@H]1CN(C)S(=O)(=O)c1cccs1	14	nt
C[C@H](CO)N1C[C@H](C)[C@@H](CN(C)CC2CC2)Oc2c(NS(=O)(=O)c3ccc(Cl)cc3)cccc2C1=O	14	-1
COc1ccc(CN(C)C[C@@H]2Oc3ccc(NS(C)(=O)=O)cc3C(=O)N([C@@H](C)CO)C[C@H]2C)cc1	-16	5
Cc1ccc(S(=O)(=O)N(C)C[C@H]2Oc3ccc(NC(=O)Nc4cccc5ccccc45)cc3CC(=O)N([C@@H](C)CO)C[C@@H]2C)cc1	-30	-5
C[C@@H]1CN([C@H](C)CO)C(=O)c2cccc(NS(=O)(=O)c3cn(C)cn3)c2O[C@H]1CN(C)Cc1ccc(Oc2ccccc2)cc1	-1	4
Cc1noc(C)c1NC(=O)Nc1ccc2c(c1)C(=O)N([C@@H](C)CO)C[C@@H](C)[C@H](CN(C)C(=O)Nc1ccccc1)O2	-20	3
COc1ccc(NC(=O)Nc2ccc3c(c2)C(=O)N([C@H](C)CO)C[C@H](C)[C@H](CN(C)Cc2ccc(Oc4ccccc4)cc2)O3)cc1	10	nt
C[C@H](CO)N1C[C@H](C)[C@@H](CN(C)C(=O)NC2CCCCC2)Oc2ccc(NC(=O)Nc3ccccc3)cc2C1=O	-6	1

Additional results
SMILES	T cruzi intra	INS-1E rescue
C[C@H]1CN([C@@H](C)CO)C(=O)Cc2cc(N(C)C)ccc2O[C@@H]1CN(C)Cc1ccc(Cl)c(Cl)c1	72*	-8
CC(C)NC(=O)N(C)C[C@H]1OCCCC[C@@H](C)Oc2ccc(NC(=O)CCCN(C)C)cc2C(=O)N([C@H](C)CO)C[C@@H]1C	-23	10
COc1ccccc1S(=O)(=O)N(C)C[C@@H]1OCc2cn(nn2)CCCC(=O)N([C@@H](C)CO)C[C@@H]1C	-16	nt
C[C@H]1CN([C@@H](C)CO)C(=O)c2cccc(NC(=O)c3ccc(-c4nccs4)cc3)c2O[C@H]1CN(C)S(C)(=O)=O	-16	1
C[C@@H]1CN([C@H](C)CO)C(=O)c2cccc(NS(C)(=O)=O)c2O[C@@H]1CN(C)S(=O)(=O)c1cccs1	2	11
CC(C)NC(=O)N(C)C[C@@H]1Oc2ccc(NC(=O)Cn3cnnn3)cc2C(=O)N([C@H](C)CO)C[C@H]1C	-18	-1
Cc1noc(C)c1NC(=O)Nc1ccc2c(c1)C(=O)N([C@@H](C)CO)C[C@H](C)[C@@H](CN(C)C(=O)Nc1ccccc1)O2	-24	-3
COc1ccc(NC(=O)Nc2ccc3c(c2)C(=O)N([C@H](C)CO)C[C@H](C)[C@@H](CN(C)C(=O)Cc2ccccc2)OCCCC[C@@H](C)O3)cc1	-5	-10
Cc1noc(C)c1NC(=O)Nc1cccc2c1O[C@@H](CN(C)Cc1ccc(Cl)c(Cl)c1)[C@@H](C)CN([C@H](C)CO)C2=O	11	-8
C[C@@H]1CCCCO[C@H](CN(C)S(=O)(=O)c2cn(C)cn2)[C@@H](C)CN([C@H](C)CO)C(=O)c2cc(NS(=O)(=O)c3ccccc3)ccc2O1	-10	-2
CC(C)NC(=O)Nc1ccc2c(c1)C(=O)N([C@H](C)CO)C[C@H](C)[C@H](CN(C)C(=O)c1ccccc1)OCCCC[C@@H](C)O2	3	3
COc1ccc(NC(=O)Nc2cccc3c2O[C@@H](CN(C)CC2CCCCC2)[C@H](C)CN([C@@H](C)CO)C3=O)cc1	25	-11
CC(C)NC(=O)N(C)C[C@@H]1Oc2ccc(NC(=O)CCCCCC(=O)Nc3ccccc3N)cc2CC(=O)N([C@H](C)CO)C[C@@H]1C	-52	-6
Cc1noc(C)c1NC(=O)Nc1ccc2c(c1)C(=O)N([C@H](C)CO)C[C@H](C)[C@H](CN(C)Cc1ccc(C(=O)O)cc1)O2	-8	3
C[C@@H]1CN([C@H](C)CO)C(=O)c2cc(NC(=O)CCCN(C)C)ccc2O[C@H]1CN(C)CC1CCCCC1	-14	0
O=C(O)CCCCCC(=O)N/N=C/c1ccccc1[N+](=O)[O-]	-19	8
Cc1ccc(S(=O)(=O)N(C)C[C@@H]2Oc3ccc(NC(=O)Cn4cnnn4)cc3C(=O)N([C@@H](C)CO)C[C@@H]2C)cc1	1	nt
C[C@H](CO)N1C[C@H](C)[C@H](CN(C)Cc2ccccc2)Oc2ccc(NS(=O)(=O)c3cccs3)cc2CC1=O	-5	1
C[C@H](CO)N1C[C@H](C)[C@H](CN(C)Cc2ccc(C(F)(F)F)cc2)Oc2ccc(NC(=O)Nc3cccc4ccccc34)cc2CC1=O	79*	-39
C[C@H]1CN([C@@H](C)CO)C(=O)c2cccc(NC(=O)c3cnccn3)c2O[C@@H]1CN(C)S(=O)(=O)c1cccs1	-17	-3
CC(C)NC(=O)Nc1ccc2c(c1)C(=O)N([C@H](C)CO)C[C@H](C)[C@@H](CN(C)Cc1ccc(Cl)c(Cl)c1)O2	-17	nt
C[C@@H]1CN([C@H](C)CO)C(=O)Cc2cc(NS(C)(=O)=O)ccc2O[C@@H]1CN(C)C(=O)Nc1cccc2ccccc12	-32	5
COc1ccc(NC(=O)N(C)C[C@@H]2Oc3ncc(Br)cc3C(=O)N([C@H](C)CO)C[C@@H]2C)cc1	11	nt
Cc1noc(C)c1S(=O)(=O)Nc1ccc2c(c1)CC(=O)N([C@@H](C)CO)C[C@H](C)[C@H](CN(C)C(=O)Nc1cccc3ccccc13)O2	5	-1
COc1ccc(S(=O)(=O)N(C)C[C@H]2Oc3c(NC(=O)Nc4ccc5c(c4)OCO5)cccc3C(=O)N([C@@H](C)CO)C[C@@H]2C)cc1	6	8

Next part
SMILES	T cruzi intra	INS-1E rescue
Cc1noc(C)c1NC(=O)Nc1cccc2c1O[C@@H](CN(C)S(=O)(=O)c1ccc(Cl)cc1)[C@@H](C)CN([C@@H](C)CO)C2=O	-34	0
C[C@@H]1CN([C@H](C)CO)C(=O)c2cccc(NS(C)(=O)=O)c2O[C@H]1CN(C)S(=O)(=O)c1ccc(Cl)cc1	-10	2
C[C@H]1CN([C@@H](C)CO)C(=O)c2cccc(N(C)C)c2O[C@@H]1CN(C)S(=O)(=O)c1ccc(Cl)cc1	0	-7
Cc1noc(C)c1S(=O)(=O)N(C)C[C@H]1Oc2ccc(NC(=O)CCC(F)(F)F)cc2CC(=O)N([C@@H](C)CO)C[C@@H]1C	-18	8
C[C@H]1CN([C@@H](C)CO)C(=O)c2cccc(NC(=O)Nc3ccc(C(F)(F)F)cc3)c2O[C@H]1CN(C)Cc1ccccc1	-8	-19
C[C@H](CO)N1C[C@H](C)[C@@H](CN(C)Cc2ccc(C(F)(F)F)cc2)Oc2c(NC(=O)C3CCCCC3)cccc2C1=O	13	-16
C[C@@H]1CN([C@@H](C)CO)C(=O)c2cc(NC(=O)Nc3ccccc3)ccc2O[C@H]1CN(C)S(=O)(=O)c1ccc(Cl)cc1	16	-4
COc1ccc(S(=O)(=O)N(C)C[C@H]2Oc3c(NS(C)(=O)=O)cccc3C(=O)N([C@@H](C)CO)C[C@@H]2C)cc1	0	11
C[C@H](CO)N1C[C@H](C)[C@H](CN(C)Cc2ccc(C(=O)Nc3ccccc3N)cc2)Oc2ccc(NC(=O)Nc3ccccc3)cc2CC1=O	48	40
COc1ccc(CN(C)C[C@@H]2Oc3c(NS(C)(=O)=O)cccc3C(=O)N([C@H](C)CO)C[C@H]2C)cc1	-8	18

Random draw from the library; overall some 5.1% were active at least once.
